# PLK1 PBD block – blocks phosphopeptide binding to human PLK1 polo-box domain. Plk1 PBD binding of FITC phosphopeptide, fluorescence polarization. Potency, µM, inactives show max response, negative = inhibition, usual class: inhibitors. 360,000 tested, 2.8% active. AID 720504; further: potency means the concentration at half of the fitted maximal effect; series mostly up to about 57 µM; on the % scale 0 is the no-effect control and ±100 the full control effect; nearly all actives have a fitted effect of over 65% in size
# PI5P4K alpha inh – PI5P4K alpha (human) kinase inhibition; max response, %; PI5P4Kalpha enzyme, ADP-Glo luminescence, 60 min; hits give low values; P48426; 330,000 tested, 1.2% active; active means max response of -50% or lower; inconclusive means between -30% and -50%; inactive means -30% or higher; further: value at the top dose of about 77 µM; on the % scale 0 is the no-effect control and ±100 the full control effect
#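 Reactions run in 0.038 M HEPES pH 7.4, 0.28 mM EGTA, 0.1% CHAPS and 5% DMSO, with PI5P4Kalpha, substrate, compound and 5 microM ATP final, one hour at room temperature. Readout is ADP-Glo luminescence.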
# WRN inhibitor – inhibitors of human WRN helicase; 360,000 tested, 0.46% active; AID 651768; WRN helicase unwinding, fluorescent forked duplex, kinetic; Q14191; Potency, µM (highest dose often 114 µM), for inactives: at the highest dose activity change, negative = inhibition, actives largely listed as inhibitors; further: potency means the concentration at half of the fitted maximal effect; on the % scale 0 is the no-effect control and ±100 the full control effect; nearly all actives have a fitted effect of over 55% in size
#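 Primary qHTS, 1536-well format. 20 nM WRN + compound, 15 min RT; start with 100 nM forked fluorophore/quencher duplex, 2 mM ATP (final); kinetic read ex 525/em 598 nm.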
# EPAC1 antag – EPAC1 (human) antagonism | 360,000 tested, 0.14% active | EPAC1 GEF assay, Rap1b-BODIPY-GDP exchange fluorescence | Potency, µM (top dose mostly 115 µM), for the others: top-dose activity change, negative = inhibition, most hits filed as inhibitors | AID 720709;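 further: potency means the concentration at half of the fitted maximal effect; plate controls were vehicle for no effect and positive control for full effect; nearly all actives have a fitted effect of over 50% in size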
# EPAC2 agonist – EPAC2 (human) agonism; Q8WZA2; EPAC2 activation, biochemical qHTS; response scale: 100% = 6.5 mM cAMP response; Potency, µM (titrated, usually from 154 µM), without a hit: top-dose activation, usual class: activators; 360,000 tested, 0.079% active; AID 720711; further: potency means the concentration at half of the fitted maximal effect; nearly all actives have a fitted effect of over 50% in size
# Target sequence (Q8WZA2 whole entry, looked up): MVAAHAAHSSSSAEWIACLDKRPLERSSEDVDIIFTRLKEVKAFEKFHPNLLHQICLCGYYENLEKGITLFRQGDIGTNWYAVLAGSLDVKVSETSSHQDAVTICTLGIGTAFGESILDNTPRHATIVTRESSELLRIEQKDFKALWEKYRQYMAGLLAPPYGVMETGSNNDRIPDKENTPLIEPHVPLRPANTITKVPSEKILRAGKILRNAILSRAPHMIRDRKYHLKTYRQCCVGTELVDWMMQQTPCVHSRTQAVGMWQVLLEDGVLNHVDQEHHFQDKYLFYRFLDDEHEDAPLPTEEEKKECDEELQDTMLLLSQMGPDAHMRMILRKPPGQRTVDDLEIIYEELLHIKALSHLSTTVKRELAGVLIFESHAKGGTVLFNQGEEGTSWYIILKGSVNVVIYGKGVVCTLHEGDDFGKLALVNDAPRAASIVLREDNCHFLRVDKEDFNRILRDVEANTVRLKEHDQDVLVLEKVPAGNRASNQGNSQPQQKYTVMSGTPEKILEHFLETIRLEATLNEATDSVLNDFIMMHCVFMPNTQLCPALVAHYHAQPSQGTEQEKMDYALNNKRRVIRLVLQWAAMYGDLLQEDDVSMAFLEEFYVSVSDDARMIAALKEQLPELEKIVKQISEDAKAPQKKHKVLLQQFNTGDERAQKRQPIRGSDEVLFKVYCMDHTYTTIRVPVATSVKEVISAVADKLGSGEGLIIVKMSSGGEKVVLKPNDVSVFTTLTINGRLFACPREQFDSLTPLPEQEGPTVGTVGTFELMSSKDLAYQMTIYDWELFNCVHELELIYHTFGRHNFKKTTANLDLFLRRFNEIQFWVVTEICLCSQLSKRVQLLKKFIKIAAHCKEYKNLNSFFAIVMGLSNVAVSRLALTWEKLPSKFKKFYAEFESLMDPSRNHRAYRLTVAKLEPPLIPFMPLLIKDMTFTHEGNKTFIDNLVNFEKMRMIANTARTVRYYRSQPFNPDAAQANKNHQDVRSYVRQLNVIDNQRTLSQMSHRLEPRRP
#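 Compounds were added across a concentration range to EPAC2 (100 nM), RAP1B-BODIPY-GDP (250 nM) and GDP (50 uM). After 5 min at room temperature, fluorescence was recorded at 5-min intervals for 30 min.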
# EPAC1 ag – agonists of human EPAC1; EPAC1 agonist qHTS, biochemical assay; response scale: 100% = response to 6.5 mM cAMP; 360,000 tested, 0.073% active; O95398; Potency, µM (highest dose often 154 µM), without a hit: top-dose activation, most hits filed as activators; further: potency means the concentration at half of the fitted maximal effect; nearly all actives have a fitted effect of over 60% in size
#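 Normalized to 6.5 mM cAMP, activity reflects EPAC1-catalysed release of BODIPY-GDP from Rap1B, followed kinetically over 30 min at 480 nm excitation, 540 nm emission. Reaction contained 100 nM EPAC1, 250 nM Rap1B-BODIPY-GDP, 50 uM GDP.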
# CCT chaperon mod – modulators of cytosolic chaperonin (CCT/TRiC) activity; 360,000 tested, 0.3% active; purified chaperonin ATPase assay, HTRF ADP detection, 30 min; AID 651819; activity change, % (test concentration not listed), hits read low; in the data active means activity change below about -30%; further: on the % scale 0 is the no-effect control and ±100 the full control effect
#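 Enzyme 40 or 20 nM (batch-dependent) in Tris pH 7.4/KCl/MgCl2/DTT; cpd 76 uM single point; ATP 10 uM; 30 min 37 °C; Transcreener ADP HTRF detection, 30 min RT; ratio 665/615.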
# IL-2 act – activators of IL-2; 360,000 tested, 0.065% active; IL-2 activation reporter assay, cell-based qHTS; stimulated with anti-CD3/CD4/CD28 beads; in transgenic mouse T cells; AID 652025; activation, % (series mostly up to about 46 µM); in the data active means activation above about 50%; inconclusive means mostly about 30% to 49%; further: 0% is about no effect
#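 Unstimulated transgenic mouse T cells, 750 per well, received compound and, after 60 minutes, anti-CD3/anti-CD4 bead plus anti-CD28 stimulation. EGFP and DsRed were quantified after 18 hours.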
# Numbers without * were called inactive; u = inconclusive; x = not tested or not shown; [ ] = dose if it differs, or a comment. Unless noted, the call rests on the fitted dose curve; in most records, active means well fitted curve in the direction sought with a large enough effect; inconclusive means small, poorly fitted or top-dose-only effect, or another doubt; inactive means no such curve, though single readings can be large; an effect the other way counts as inactive or inconclusive.
SMILES,PLK1 PBD block,PI5P4K alpha inh,WRN inhibitor,EPAC1 antag,EPAC2 agonist,EPAC1 ag,CCT chaperon mod,IL-2 act
CC12CCC(=O)N1C(C(=O)Nc1ccc(Cl)c(Cl)c1)CS2 (stereo not drawn),2.6%,-1.3,-2.0%,-18.0%,4.9%,5.6%,0.0,0.7
Cc1ccccc1NS(=O)(=O)c1ccc(Cl)cc1,-11.9%,0.9,-3.5%,-9.5%,15.7%,7.1%,0.8,0.2
O=C(CSc1nc2c(c(=O)n1-c1ccc(Cl)cc1)SCC2)Nc1ccc2c(c1)OCCO2,-10.2%,10.3,7.3%,-13.4%,10.0%,-3.7%,-0.8,-3.0
CC1=C(C(=O)Nc2ccccc2)C(c2ccco2)NC(=S)N1 (stereo not drawn),-2.9%,0.4,-4.5%,2.5%,7.3%,8.7%,0.0,0.9
CCSc1c([N+](=O)[O-])c(=O)n(-c2ccccc2)c2ccccc12,-12.4%,-4.4,-10.8%,-23.7%,10.2%,4.2%,0.3,-0.3
CNc1cc(CSc2ccc(Cl)cc2)nc(C)n1,-6.4%,-6.7,3.1%,0.9%,6.6%,8.3%,-2.7,2.5
COc1ccc(N(CC(=O)NCc2ccc(C)cc2)S(=O)(=O)c2c(C)noc2C)cc1,-0.3%,-3.7,4.3%,12.1%,-9.4%,-4.0%,-4.0,-0.9
CCN(CC(=O)Nc1c(F)cccc1F)C(=O)/C=C/c1ccc2c(c1)OCO2,-11.5%,3.3,-32.1%,-8.9%,14.0%,-0.6%,-7.1,1.0
CCOC(=O)C1CCN(C(=S)NC2CCCC2)CC1,-7.2%,1.4,-10.6%,-5.7%,6.6%,1.0%,-3.3,-2.9
O=C(NNC(=O)C1COc2ccccc2O1)c1ccccc1O (stereo not drawn),1.2%,-4.3,1.9%,7.8%,0.8%,-3.1%,-2.1,-4.0
O=C(Cc1cnn(-c2ccccc2)c1)c1ccc(O)c(O)c1O,u,-24.1,10.6µM*,u,-5.0%,-13.5%,1.2,0.1
O=C1CCn2nc(-c3ccc(Cl)cc3)cc2N1,3.6%,-3.4,-2.6%,-8.8%,6.2%,-1.4%,1.8,1.9
COc1ccccc1OCC(=O)NNC(=O)c1ccc2c(=O)n3c(nc2c1)CCC3,1.2%,1.6,-14.3%,-13.5%,2.8%,-3.3%,-1.5,-0.8
Cc1ccc(N2C(=O)c3ccc(C(=O)O)cc3C2=O)c(C)c1,-23.8%,-8.6,-2.6%,1.9%,-12.2%,3.7%,-3.7,-0.6
CCc1ccc(CCC(=O)Nc2ccccc2C(=O)O)o1,0.5%,x,-11.7%,7.7%,1.3%,8.9%,2.3,0.7

# Two entries from above, tab-delimited.
mol	PLK1 PBD block	PI5P4K alpha inh	WRN inhibitor	EPAC1 antag	EPAC2 agonist	EPAC1 ag	CCT chaperon mod	IL-2 act
Cc1ccc(N2C(=O)c3ccc(C(=O)O)cc3C2=O)c(C)c1	-23.8%	-8.6	-2.6%	1.9%	-12.2%	3.7%	-3.7	-0.6
O=C1CCn2nc(-c3ccc(Cl)cc3)cc2N1	3.6%	-3.4	-2.6%	-8.8%	6.2%	-1.4%	1.8	1.9

# Later entries.
SMILES,PLK1 PBD block,PI5P4K alpha inh,WRN inhibitor,EPAC1 antag,EPAC2 agonist,EPAC1 ag,CCT chaperon mod,IL-2 act
COC(=O)c1cccc(Nc2nc(-c3ccncc3)nc3ccccc23)c1,-2.3%,-0.3,-0.3%,18.7%,10.6%,1.8%,0.2,-0.3
O=C(NCCN1CCOCC1)c1cc2cc([N+](=O)[O-])ccc2s1,-9.1%,1.5,-31.0%[57.1 µM],1.1%,5.1%,15.5%,-4.3,-0.4
CC(C(=O)Nc1cccnc1)c1ccc([N+](=O)[O-])cc1 (stereo not drawn),-16.7%,2.5,3.4%,22.6%,9.7%,1.0%,-0.5,-2.7
O=C(COc1ccc(Br)cc1)N1CCOCC1,-6.0%,-3.3,3.7%[57.1 µM],6.1%,-4.4%,-1.6%,0.4,-2.5
CSc1nnc(-c2ccc(S(=O)(=O)N3CCOCC3)cc2)n1CC1CCCO1 (stereo not drawn),-15.3%,0.4,-0.8%,-10.2%,10.6%,8.7%,-2.4,1.6
COc1cccc(NC(=O)CN(C)C(=O)CCNC(=O)c2ccccc2OC)c1,-8.9%,-3.6,-1.5%,-8.1%,-1.4%,5.7%,-1.8,-1.8
CN(CC(=O)NCc1ccco1)CC(=O)Nc1ccc(F)c(F)c1F,-2.0%,-2.2,12.0%,-5.8%,2.3%,3.3%,-1.1,1.3
CC(=O)N1c2ccc(S(=O)(=O)N3CCCCC3)cc2CC1C(=O)Nc1ccc(F)cc1C (stereo not drawn),26.7µM*,-6.3,4.0%,3.1%,1.6%,-4.7%,0.2,-2.1
CC1(C)NC(=O)N(CC(=O)N2CCN(S(=O)(=O)c3cc(Cl)ccc3Cl)CC2)C1=O,-6.1%,-6.1,-5.8%,-26.4%,8.9%,-3.3%,2.3,-0.3
CC(C)OC(=O)Nc1ccc2c(c1)N(C(=O)CCN1CCN(CCO)CC1)c1ccccc1CC2,-12.4%,7.2,-5.9%,-21.7%,3.1%,3.1%,2.4,-0.7
Cc1ccc(C(=O)/C=C/Nc2cccc(O)c2)cc1,11.2%,x,-22.5%,-7.9%,14.8%,10.1%,0.9,3.8
Cc1ccsc1C(=O)OCC(=O)Nc1nnc(-c2ccccc2)o1,-10.3%,-11.9,u,-17.8%,-6.8%,-1.1%,-0.7,-0.4
COC(=O)C(Cc1ccccc1)NC(=O)CNC(=O)c1ccc(Br)cc1 (stereo not drawn),-7.0%,-6.7,2.0%,11.1%,12.5%,-3.0%,-3.9,-1.2
CCOC(=O)C1=C(C)N(CCCC(=O)O)C(=O)NC1c1ccc([N+](=O)[O-])cc1 (stereo not drawn),-3.0%,-86.2*,0.8%,10.8%,1.7%,-23.1%,-1.0,0.3
O=C(c1ccco1)N1CCN(c2ccccc2F)CC1,-7.2%,11.3,6.4%,5.6%,-8.0%,4.1%,-3.2,1.2

# Profiles, quoted from the list.
# Shown for CSc1nnc(-c2ccc(S(=O)(=O)N3CCOCC3)cc2)n1CC1CCCO1 (stereo not drawn) : PLK1 PBD block: -15.3%; PI5P4K alpha inh: 0.4; WRN inhibitor: -0.8%; EPAC1 antag: -10.2%; EPAC2 agonist: 10.6%; EPAC1 ag: 8.7%; CCT chaperon mod: -2.4; IL-2 act: 1.6
# Shown for CC(=O)N1c2ccc(S(=O)(=O)N3CCCCC3)cc2CC1C(=O)Nc1ccc(F)cc1C (stereo not drawn) : PLK1 PBD block: 26.7µM*; PI5P4K alpha inh: -6.3; WRN inhibitor: 4.0%; EPAC1 antag: 3.1%; EPAC2 agonist: 1.6%; EPAC1 ag: -4.7%; CCT chaperon mod: 0.2; IL-2 act: -2.1
# Shown for O=C(COc1ccc(Br)cc1)N1CCOCC1 : PLK1 PBD block: -6.0%; PI5P4K alpha inh: -3.3; WRN inhibitor: 3.7%[57.1 µM]; EPAC1 antag: 6.1%; EPAC2 agonist: -4.4%; EPAC1 ag: -1.6%; CCT chaperon mod: 0.4; IL-2 act: -2.5

# Next section
SMILES,PLK1 PBD block,PI5P4K alpha inh,WRN inhibitor,EPAC1 antag,EPAC2 agonist,EPAC1 ag,CCT chaperon mod,IL-2 act
CC(OC(=O)c1ccc(NC(=O)CC#N)cc1)C(=O)Nc1ccc(S(=O)(=O)N2CCCC2)cc1 (stereo not drawn),-7.7%,u,3.5%,-2.0%,10.1%,7.2%,-1.7,3.6
CCc1nc2c(OCCn3cccc3)cccn2c1N(C)C(=O)c1ccc(C)cc1,-11.3%,-4.5,-5.8%,-2.8%,14.5%,0.1%,-2.4,1.9
COc1ccc2c(c1OC)OCC2C (stereo not drawn),3.9%,-9.9,2.5%,-7.2%,10.7%,4.7%,1.2,-6.2
CN1C(=O)C(O)(CC(=O)/C=C/C=C/c2ccccc2)c2ccccc21 (stereo not drawn),-3.4%,0.3,-2.7%,2.1%,-4.4%,-3.1%,-1.4,0.9
CN1CCCN(C(=O)CNC(=O)c2ccccc2Br)CC1,-4.5%,-7.8,4.1%,-4.0%,-0.4%,-1.1%,-0.3,0.2
CC(=O)N/C(=C/c1ccc(OS(=O)(=O)c2ccc(C)cc2)cc1)C(=O)Nc1ccc(C(=O)O)cc1,-14.3%,-0.1,-18.4%,-8.7%,-8.1%,4.8%,-2.3,0.8
CCN1CCC(NC(=O)Nc2cc(Cl)ccc2OC)CC1,-9.6%,6.0,-6.1%,-12.7%,5.0%,0.8%,2.2,-1.4
O=C(CSc1nnc(C2CCCCC2)o1)Nc1ccccc1Cl,-1.0%,1.5,-4.7%,1.6%,13.5%,-15.0%,-4.1,0.3
Cc1occc1C(=O)Nc1nccs1,u,-4.6,-1.1%,4.5%,-2.9%,-7.2%,-0.4,-0.3
CCOc1ccc(CNc2ccc3c(c2)nc(C)n3C)cc1,-6.9%,0.8,0.6%,1.7%,0.3%,0.3%,-0.1,-3.4
COC(=O)c1ccc(Cn2nc([N+](=O)[O-])c(Br)c2C)cc1,-1.6%,-4.6,-6.5%,-10.9%,5.4%,8.5%,-0.7,-1.8
COC(=O)Cn1cnc2c(nnn2-c2ccc(C)cc2)c1=O,-1.9%,x,1.4%,5.9%,-2.7%,-3.5%,-0.3,0.4
CS(=O)(=O)N1CCCC(C(=O)Nc2ccc3c(c2)OCCO3)C1 (stereo not drawn),-3.6%,-2.9,6.3%,10.8%,7.7%,4.2%,-0.4,-0.5
CCCc1nnc(NC(=O)COC(=O)c2cc(C)nc3ccccc23)s1,-4.5%,x,-7.2%,9.3%,-2.5%,-4.3%,1.4,-1.3
O=C(Nn1c(C2CCC2)nc2ccccc2c1=O)C1CCC1,-6.2%,x,-1.6%,6.2%,12.2%,3.5%,-0.6,-0.6
O=C(CO)N/N=C/c1ccc(Cl)cc1,-1.8%,x,4.0%,9.9%,-4.9%,-1.3%,0.4,-2.7
Cc1ccc(S(=O)(=O)N2CCN(C(=S)NCc3ccc4c(c3)OCO4)CC2)cc1,u,-4.9,-3.4%,13.2%,16.1%,-8.2%,-4.1,0.5
CCCCC(=O)NC(Nc1nc(C2CC2)cs1)(C(=O)OCC)C(F)(F)F (stereo not drawn),-1.3%,0.5,-6.7%,-3.7%,5.0%,-0.5%,-2.7,1.8
CS(=O)(=O)N1CCCC(C(=O)NCc2ccc(F)cc2)C1 (stereo not drawn),-8.8%,x,-0.8%,3.7%,10.0%,11.2%,-1.8,-1.2

# High-throughput results deposited in PubChem by National Center for Advancing Translational Sciences (NCATS).

# This is a subset (hit frequency here may not be typical).
